RECQ1 inh: qHTS Assay for Inhibitors of RecQ-Like Dna Helicase 1 (RECQ1); RECQ1 DNA unwinding, red fluorescence kinetic read; Potency, µM (titrated, usually from 57.3 µM), without a hit: at the highest dose activity, negative = inhibition, most hits filed as inhibitors; actives 0.54% (n = 240,000); AID 2549, 2010;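 note: plate controls were vehicle for no effect and no enzyme for full effect; nearly all actives have a fitted effect of over 30% in size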
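RECQ1T1 50 nM; forked duplex (20 bp + 30-nt ss tails) 200 nM, ATP 2 mM final; pH 8.0, 2 mM MgCl2, 2.5 ug/ml poly(dI-dC); 15 min compound preincubation; discontinuous kinetic read over 2 h at RT.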
Epigenetic derep: Quantitative High-Throughput Screen for Regulators of Epigenetic Control. Potency, µM (series often up to 53.9 µM), for the others: at the top dose GFP activation, hits mostly activators. actives 0.2% (n = 280,000). murine LDR cells, GFP reporter derepression, 30 h; note: % of control where 0% means no effect; nearly all actives have a fitted effect of over 60% in size
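Derepression of a silenced CMV-GFP reporter in murine LDR cells is scored by enumerating GFP-positive cells with a laser-scanning microplate cytometer after 30 hours of treatment at 37 C.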
NPSR antag: qHTS Assay for Antagonists of the Neuropeptide S Receptor: cAMP Signal Transduction | Potency, µM (titrated, usually from 38.3 µM), for inactives: top-dose activity change, negative = inhibition, most hits filed as inhibitors | Q6W5P4 | CHO-NPSR cells, cAMP TR-FRET, antagonist mode | actives 1% (n = 220,000); note: % is set by controls: 0 for no effect and ±100 for the full control effect; nearly all actives have a fitted effect of over 50% in size; many of its hits are not listed in these tables
Target sequence (Q6W5P4 whole entry, looked up): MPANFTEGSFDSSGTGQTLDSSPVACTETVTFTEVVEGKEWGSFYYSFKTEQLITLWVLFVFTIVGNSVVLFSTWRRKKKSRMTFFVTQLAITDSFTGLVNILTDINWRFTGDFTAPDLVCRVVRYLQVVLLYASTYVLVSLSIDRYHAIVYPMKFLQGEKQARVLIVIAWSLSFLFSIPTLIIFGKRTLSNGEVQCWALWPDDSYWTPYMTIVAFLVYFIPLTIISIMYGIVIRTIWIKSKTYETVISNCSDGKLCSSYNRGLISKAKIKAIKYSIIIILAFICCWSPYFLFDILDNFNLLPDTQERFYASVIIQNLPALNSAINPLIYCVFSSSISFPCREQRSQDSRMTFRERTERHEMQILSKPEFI
SMN2 splice up: qHTS Assay for Enhancers of SMN2 Splice Variant Expression. HEK293 SMN2-luciferase splicing reporter, luminescence, 30-36 h. Potency, µM (doses to about 46.1 µM), for the others: at the highest dose activity change, positive = activation, actives largely listed as activators. actives 2.8% (n = 210,000); note: % of control where 0% means no effect; nearly all actives have a fitted effect of over 55% in size
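HEK293 cells carry an SMN2 minigene-luciferase reporter in which exon 7 inclusion puts luciferase in frame. Cells were seeded at 2000 cells/well, attached for 10-12 hours, then exposed to compounds for 30-36 hours at 37C before ONE-Glo luminescence.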
KinaseGlo FLuc: Counterscreen for Luciferase (Kinase-Glo TM) Inhibition; Luciferin 4-monooxygenase (Photuris pensylvanica), Q27757; Kinase-Glo luciferase, ATP luminescence, 8 min; Potency, µM (doses to about 38.3 µM), inactives show top-dose activity change, negative = inhibition, usual class: inhibitors; actives 0.28% (n = 200,000); AID 1379, 2008; note: % is set by controls: 0 for no effect and ±100 for the full control effect; nearly all actives have a fitted effect of over 60% in size
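Inhibition of Kinase-Glo luciferase light generation was assessed at 10 uM ATP in pH 7.2 imidazole buffer, with luminescence measured after eight minutes at ambient temperature.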
GoLoco inh red: qHTS Assay for Inhibitors of RGS12 GoLoco Motif Activity (Red Fluorophore) | Guanine nucleotide-binding protein G(i) subunit alpha-1 (Homo sapiens), P63096 | Gai1:RGS12 GoLoco peptide FP, rhodamine, 10 min | Potency, µM (top dose mostly 61.6 µM), without a hit: at the highest dose activity, negative = inhibition, hits mostly inhibitors | actives 0.44% (n = 230,000); active = well fitted inhibition curve with a large enough effect, not every such curve was filed as active; inactive = no such curve, though single readings can be large or run the other way; note: % is set by controls: 0 for no effect and ±100 for the full control effect; nearly all actives have a fitted effect of over 30% in size; many of its hits are not listed in these tables
Target sequence (P63096 whole entry, looked up): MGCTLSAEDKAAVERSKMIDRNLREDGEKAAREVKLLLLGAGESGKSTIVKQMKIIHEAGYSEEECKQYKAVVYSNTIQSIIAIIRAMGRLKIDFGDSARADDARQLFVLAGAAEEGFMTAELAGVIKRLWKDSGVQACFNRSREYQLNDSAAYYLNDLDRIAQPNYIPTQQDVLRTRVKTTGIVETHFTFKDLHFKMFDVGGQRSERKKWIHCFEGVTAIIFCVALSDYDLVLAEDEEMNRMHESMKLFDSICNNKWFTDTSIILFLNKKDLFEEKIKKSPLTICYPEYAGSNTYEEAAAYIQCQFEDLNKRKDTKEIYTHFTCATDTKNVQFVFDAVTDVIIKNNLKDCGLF
JMJD2E inh: qHTS Assay for Inhibitors of Human Jumonji Domain Containing 2E (JMJD2E); Lysine-specific demethylase 4E (Homo sapiens), B2RXH2; JMJD2E catalytic domain, FDH-coupled NADH fluorescence (FDH is formaldehyde dehydrogenase); Potency, µM (top dose mostly 57.1 µM), for the others: top-dose activity change, negative = inhibition, most hits filed as inhibitors; actives 1.6% (n = 230,000); active = well fitted inhibition curve with a large enough effect, not every such curve was filed as active; inconclusive = small, poorly fitted or top-dose-only effect, or another doubt; inactive = no such curve, though single readings can be large or run the other way;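 note: 0% = wells with enzyme and -100% = buffer wells without enzyme; nearly all actives have a fitted effect of over 50% in size; many of its hits are not listed in these tables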
Target sequence (B2RXH2 1-337 limits assumed): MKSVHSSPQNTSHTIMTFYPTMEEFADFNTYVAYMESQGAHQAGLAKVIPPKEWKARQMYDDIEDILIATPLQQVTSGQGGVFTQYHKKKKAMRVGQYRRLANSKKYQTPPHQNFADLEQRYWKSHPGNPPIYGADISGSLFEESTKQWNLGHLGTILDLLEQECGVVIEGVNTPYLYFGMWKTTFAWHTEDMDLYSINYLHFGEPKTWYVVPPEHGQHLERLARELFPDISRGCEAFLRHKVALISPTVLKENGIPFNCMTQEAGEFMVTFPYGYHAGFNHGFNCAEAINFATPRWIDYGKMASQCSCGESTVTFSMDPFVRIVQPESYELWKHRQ
IMPase Li cell: qHTS Assay for Identifying the Cell-Membrane Permeable IMPase Inhibitors: Potentiation with Lithium. actives 0.35% (n = 210,000). CHO-M1 cells, IP1 TR-FRET (IP-One), carbachol + lithium. Potency, µM (series often up to 59.4 µM), inactives show at the top dose activity, negative = IMPase inhibition, actives largely listed as inhibitors;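 note: IP1 builds up when IMPase is blocked and the TR-FRET signal falls; plate controls were basal vehicle for no effect and high inhibitor control for full effect; nearly all actives have a fitted effect of over 50% in size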
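Steps: plate 2000 CHO-M1 cells per well and culture 16–30 h; add compound and lithium; incubate 30 min, 37C; add d2-IP1 tracer and Eu cryptate anti-IP1 antibody in lysis buffer; read after 10 min at room temperature.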
* = called active by the depositor; i = inactive; u = inconclusive; x = not tested or not shown; [ ] = remark or other dose. Unless noted, calls come from the whole dose curve; as a rule, active = well fitted curve in the direction sought with a large enough effect; inconclusive = small, poorly fitted or top-dose-only effect, or another doubt; inactive = no such curve, though single readings can be large; an effect the other way counts as inactive or inconclusive. Potency is the fitted concentration of half-maximal effect.

SMILES	RECQ1 inh	Epigenetic derep	NPSR antag	SMN2 splice up	KinaseGlo FLuc	GoLoco inh red	JMJD2E inh	IMPase Li cell
CCOc1ccc(CN2CCN(Cc3ccsc3)C(CCO)C2)cc1CO (stereo not given)	i	1.6%	23.2%	-7.7%	2.0%	0.3%	-2.8%	10.0%
O=c1[nH]c(=O)n(C(c2ccccc2)c2ccccc2)cc1Br	0.6%	-2.4%	-2.9%	13.0%	-0.1%	7.3%	6.6%	-0.8%
CC1CCCN(c2nc3nonc3nc2N2CCCC(C)C2)C1 (stereo not given)	-1.2%	-1.0%	2.0%[46.1 µM]	1.5%	3.6%	-0.3%	-4.1%	11.8%
Cc1ccc(S(=O)(=O)N(c2cccc(C(F)(F)F)c2)C2C=CS(=O)(=O)C2)cc1 (stereo not given)	-9.6%	-8.5%	-12.2%[46.1 µM]	6.3%	-3.1%	2.5%	-0.3%	-7.1%[38.3 µM]
COC(=O)CC1Oc2ccccc2N(Cc2ccc(C)cc2)C1=O (stereo not given)	i	-2.0%	-13.1%[46.1 µM]	u	1.3%	34.8%[activator]	8.7%	39.0%[activator][38.3 µM]
COC(C[C@H]1O[C@@H]1[C@H](O)COCc1ccccc1)OC	i	1.5%	11.3%	x	x	2.9%	5.4%	x
COC(=O)CNC(=O)C1(CC(C)C)C=CCN1C(=O)c1ccccc1 (stereo not given)	-6.4%	1.0%	x	u	-4.1%	-4.8%	7.1%	-8.4%
O=C(Cn1cnc2ccccc2c1=O)Nc1nc2ccccc2s1	i	1.1%	-52.4%	2.1%	-2.1%	9.9%	u	u
CCc1ccc(C(C)NC(=O)/C(C#N)=C\c2cn[nH]c2-c2ccccc2)cc1 (stereo not given)	-7.3%	-0.7%	u	-2.6%	1.4%	-3.6%	2.4%	0.9%[38.3 µM]
Cc1ccc(NCc2ccccc2OCc2ccccc2F)cc1	-14.0%	0.7%	-21.6%[46.1 µM]	-5.1%	0.0%	5.5%	1.7%	45.7%[activator][38.3 µM]
O=c1c(-c2cc(F)cc(F)c2)nc2cncnc2n1Cc1ccc(F)cc1	1.9%	x	x	-18.8%	-3.6%	29.7%	x	4.6%
C/C(=N\OC(=O)c1ccc(F)cc1)c1ccc(F)c(F)c1	-3.2%	3.2%	6.0%	x	x	1.6%	2.5%	x
CCC(C)NS(=O)(=O)c1ccc(OCC(=O)NCc2ccco2)cc1 (stereo not given)	-5.2%	-1.8%	-14.0%[46.1 µM]	10.1%	1.5%	-0.4%	2.6%	-21.5%[38.3 µM]
O=c1[nH]c2ccccc2c2nc(-c3cccc(S(=O)(=O)N4CCCC4)c3)nn12	18.6%	1.1%	-39.5%	x	x	2.7%	-21.8%	x
COCCN(CCOC)CC(O)COC(c1ccccc1)c1ccccc1 (stereo not given)	i	-4.2%	2.4%	5.3%	4.4%	4.9%	6.4%	21.2%
CCN(CC)C(=O)C1CCCN(c2ccc([N+](=O)[O-])cc2/C=N/NC(=O)c2cccc([N+](=O)[O-])c2)C1 (stereo not given)	-2.3%	-0.9%	-29.6%[46.1 µM]	-8.7%	-4.1%	5.6%	-1.2%	0.6%[38.3 µM]
CN(Cc1ccccc1)CC(O)COc1ccc(CNCCOc2cccnc2)cc1 (stereo not given)	-12.6%	-1.8%	-15.5%	x	1.7%	10.0%	8.3%	7.0%
CC1(C)CN(c2ccsc2C(=O)O)C1=O	i	2.3%	15.9%	12.3%	-1.6%	-0.3%	7.8%	-1.7%
CCC(C)NC(=O)C1CC(c2ccc(OC)cc2)=NO1 (stereo not given)	i	-1.2%	-10.3%[46.1 µM]	-5.6%	0.9%	8.9%	9.2%	-0.5%[38.3 µM]
Cc1ccc2sc(C)[n+](CCC(C)S(=O)(=O)[O-])c2c1 (stereo not given)	-0.6%	-0.9%	2.1%	-13.3%[1.84 µM]	3.2%	27.3%	-6.2%	-2.0%

Record cards, as listed above. Screens in order: RECQ1 inh	Epigenetic derep	NPSR antag	SMN2 splice up	KinaseGlo FLuc	GoLoco inh red	JMJD2E inh	IMPase Li cell
CCN(CC)C(=O)C1CCCN(c2ccc([N+](=O)[O-])cc2/C=N/NC(=O)c2cccc([N+](=O)[O-])c2)C1 (stereo not given) across the screens: -2.3%	-0.9%	-29.6%[46.1 µM]	-8.7%	-4.1%	5.6%	-1.2%	0.6%[38.3 µM]
C/C(=N\OC(=O)c1ccc(F)cc1)c1ccc(F)c(F)c1 across the screens: -3.2%	3.2%	6.0%	x	x	1.6%	2.5%	x

(next part)
SMILES	RECQ1 inh	Epigenetic derep	NPSR antag	SMN2 splice up	KinaseGlo FLuc	GoLoco inh red	JMJD2E inh	IMPase Li cell
CCn1nc(C(=O)Nc2ccc(C)c(C)c2)c(Cl)c1Cl	10.6%	-0.9%	-19.0%[46.1 µM]	x	x	x	7.4%	x
CCOc1ccc(C(C)C)cc1S(=O)(=O)n1nc(C)cc1C	i	-1.0%	-16.6%[46.1 µM]	2.3%	2.2%	-11.3%	3.2%	36.8%[activator][38.3 µM]
CC(=O)c1cccc(NC(=O)CN(C)S(=O)(=O)c2ccccc2)c1	15.8%	1.1%	9.7%	13.8%	0.2%	9.5%	13.0%	1.7%
Cc1nnc(NC(=O)CSc2nc(N)c(NC(=O)c3cccs3)c(=O)[nH]2)s1	-8.3%	8.6%	1.0%	x	x	4.1%	9.7%	x
CC1CC2c3cccc(C(=O)O)c3C(=O)N2c2ccc(Cl)cc21 (stereo not given)	i	-1.4%	-13.4%	1.2%	1.6%	12.9%	-11.5%	2.1%
Cc1cccc(N2C(=O)C(O)=C(C(=O)c3cccs3)C2c2ccc(F)cc2)n1 (stereo not given)	2.4%	-0.3%	-40.9%	5.7%	-1.0%	6.4%	1.4%	u
CC(C)c1ccc(C(O)Cc2nc3ccccc3n2C)cc1 (stereo not given)	21.1%	0.0%	0.9%	x	x	4.0%	0.4%	x
C/C(=N\NC(=O)c1ccccc1)c1ccc(C)c([N+](=O)[O-])c1	-19.7%	0.0%	7.7%[46.1 µM]	u	0.6%	-2.7%	0.9%	-4.9%
Cc1cc(-n2cnc(-c3cn[nH]c3C)n2)no1	i	-1.0%	-16.9%	x	x	26.1%	8.9%	x
COc1cccc(C(=O)/C=C/c2ccc(SC)cc2)c1	-13.0%	1.1%	-19.3%[46.1 µM]	-22.3%	-25.2%	-0.9%	-3.8%	-1.0%[38.3 µM]
Cc1nc(CC(=O)c2ccc(O)c(C)c2O)cs1	-1.4%	-2.4%	34.5%	x	x	-1.3%	-0.8%	x
Cc1ccc(-n2nc(C(=O)O)c3ccccc3c2=O)cc1C	i	-3.1%	-17.1%[46.1 µM]	-14.3%	-2.3%	-2.0%	-4.1%	6.5%[38.3 µM]
Cc1ccc(N2C(=O)c3ccc(C(=O)N4CCN(c5ccc(C)c(C)c5)CC4)cc3C2=O)cc1	i	-4.5%	-6.4%	-1.3%	-1.3%	-1.8%	-6.7%	3.2%
CCOC(=O)N1CCN(C(=O)Cc2ccsc2)CC1	-5.6%	1.9%	-6.9%[46.1 µM]	-16.7%	1.3%	1.9%	0.6%	-5.1%[38.3 µM]
CS(=O)(=O)N(CC(=O)Nc1ccccc1)Cc1ccc(Cl)cc1	-7.9%	-0.1%	-3.7%[46.1 µM]	-1.6%	-1.2%	-12.0%	-9.6%	-5.2%[38.3 µM]
Cc1cc2cc3c(cc2nc1SCC(=O)Nc1c(C)cccc1C)CCC3	4.0%	1.3%	u	-3.4%	-2.5%	-3.8%	6.8%	-21.4%[38.3 µM]
CCc1ccc(-n2c(O)cnc2Nc2nc(C)cc(C)n2)cc1	-3.0%	3.0%	6.0%[46.1 µM]	-18.5%	14.5%	6.0%	2.9%	-1.9%[38.3 µM]
COc1cc(CNCCc2ccc(S(N)(=O)=O)cc2)ccc1OCC(=O)NC1CCCCC1	-1.1%	-2.1%	-8.2%[46.1 µM]	1.6%	-0.6%	6.5%	4.3%	24.9%[38.3 µM]
O=C(Cc1sc(Nc2ccccc2)nc1-c1ccccc1)NCc1ccccc1	1.3%	-0.9%	u	x	x	x	1.7%	x
O=c1c2c3c(sc2nc2n1CCCC2)CCCCC3	-6.1%	0.1%	2.9%[46.1 µM]	3.3%	-6.2%	4.2%	2.3%	41.8%[activator][38.3 µM]
Cc1cc(=O)n2nc(N3CCC(C(=O)NC4CCCc5ccccc54)CC3)sc2n1 (stereo not given)	-3.8%	3.1%	-4.9%[46.1 µM]	-8.7%	0.3%	14.6%	2.6%	-4.5%[38.3 µM]
COc1cc(NC(=O)c2ccccc2)c(OC)cc1NC(=O)CN1CCOCC1	-13.1%	-5.4%	-20.6%[46.1 µM]	-34.3%[inhibitor]	11.4%	16.7%	-13.6%	2.6%[38.3 µM]
O=C(CNC(=S)N(Cc1ccccc1Cl)C1CCCC1)NCCN1CCOCC1	-18.5%	-0.5%	4.7%	-2.2%	-1.6%	6.7%	-0.1%	6.4%

Not a retest: entries from further up.
SMILES	RECQ1 inh	Epigenetic derep	NPSR antag	SMN2 splice up	KinaseGlo FLuc	GoLoco inh red	JMJD2E inh	IMPase Li cell
CCOc1ccc(CN2CCN(Cc3ccsc3)C(CCO)C2)cc1CO (stereo not given)	i	1.6%	23.2%	-7.7%	2.0%	0.3%	-2.8%	10.0%
O=c1[nH]c(=O)n(C(c2ccccc2)c2ccccc2)cc1Br	0.6%	-2.4%	-2.9%	13.0%	-0.1%	7.3%	6.6%	-0.8%
CC1CCCN(c2nc3nonc3nc2N2CCCC(C)C2)C1 (stereo not given)	-1.2%	-1.0%	2.0%[46.1 µM]	1.5%	3.6%	-0.3%	-4.1%	11.8%
Cc1ccc(S(=O)(=O)N(c2cccc(C(F)(F)F)c2)C2C=CS(=O)(=O)C2)cc1 (stereo not given)	-9.6%	-8.5%	-12.2%[46.1 µM]	6.3%	-3.1%	2.5%	-0.3%	-7.1%[38.3 µM]
COC(=O)CC1Oc2ccccc2N(Cc2ccc(C)cc2)C1=O (stereo not given)	i	-2.0%	-13.1%[46.1 µM]	u	1.3%	34.8%[activator]	8.7%	39.0%[activator][38.3 µM]

From PubChem

An excerpt (hit frequency here may not be typical).
